PNC assembly inh: perinucleolar compartment assembly inhibition. PC3M PTB-GFP, PNC prevalence imaging, 16 h; active compounds read low. activity change (PNC), negative = inhibition, % at 10 µM. 140,000 tested, 3.1% active;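 active = readout at or below -70, meaning at least 70% loss of cells showing the perinucleolar compartment, a nuclear body marking cancer cells; inconclusive = readout between -30 and a set limit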;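 note: plate controls were DMSO wells for no effect and camptothecin positive control wells for full effect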
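Compounds are pinned in duplicate onto adhered PC3M cells stably expressing GFP-tagged PTB and incubated 16 h at 37 C. Cells are then fixed, nuclei stained with Hoechst, and PNC-positive cells counted.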
ALOX12 inhib: inhibitors of human 12-lipoxygenase (ALOX12). AID 1452. Potency, µM (highest dose often 57.1 µM), for inactives: at the top dose activity change, negative = inhibition, hits mostly inhibitors. P18054. 150,000 tested, 0.12% active. purified 12-hLO, xylenol orange hydroperoxide absorbance; note: potency is the fitted concentration of half-maximal effect; nearly all actives have a fitted effect of over 55% in size; many of its hits are not listed in these tables
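150 nM 12hLO, 25 mM Hepes pH 7.0 + 0.01% Triton X-100; cpd preinc 15 min RT; 40 uM arachidonic acid, 30 min RT; Fe-XO 30 min; A573/A405 ratio as read-out.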
15-hLO-2 inh: inhibitors of human 15-lipoxygenase 2 (ALOX15B); O15296; purified 15hLO-2, xylenol orange hydroperoxide absorbance; Potency, µM (top dose mostly 57.1 µM), without a hit: at the highest dose activity change, negative = inhibition, hits mostly inhibitors; 110,000 tested, 0.56% active; AID 881; note: potency is the fitted concentration of half-maximal effect; nearly all actives have a fitted effect of over 60% in size; many of its hits are not listed in these tables
Target sequence (O15296 whole entry, looked up): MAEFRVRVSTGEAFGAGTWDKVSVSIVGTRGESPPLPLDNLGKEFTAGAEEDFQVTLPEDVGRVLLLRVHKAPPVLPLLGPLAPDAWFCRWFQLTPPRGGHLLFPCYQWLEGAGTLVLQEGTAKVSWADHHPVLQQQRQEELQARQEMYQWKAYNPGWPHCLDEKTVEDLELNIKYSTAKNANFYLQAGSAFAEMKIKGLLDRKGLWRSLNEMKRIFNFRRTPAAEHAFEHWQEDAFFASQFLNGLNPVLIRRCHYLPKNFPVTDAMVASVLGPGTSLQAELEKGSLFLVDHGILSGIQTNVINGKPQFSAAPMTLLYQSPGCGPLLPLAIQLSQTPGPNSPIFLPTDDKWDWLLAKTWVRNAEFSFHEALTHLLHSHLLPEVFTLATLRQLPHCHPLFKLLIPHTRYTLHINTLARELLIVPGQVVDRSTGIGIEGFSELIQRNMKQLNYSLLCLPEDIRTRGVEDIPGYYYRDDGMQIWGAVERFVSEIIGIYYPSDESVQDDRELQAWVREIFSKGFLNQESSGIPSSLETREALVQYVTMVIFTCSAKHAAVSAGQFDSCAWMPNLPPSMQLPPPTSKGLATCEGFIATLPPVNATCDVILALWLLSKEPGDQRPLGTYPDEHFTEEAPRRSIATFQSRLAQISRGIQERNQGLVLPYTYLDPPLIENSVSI
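Read-out: hydroperoxide product oxidises ferrous iron, measured as xylenol orange complex via the 573-to-405 nm absorbance ratio after 30 min. Reaction: 50 nM enzyme, 15 min compound preincubation, 45 uM arachidonic acid, 90 min RT, Hepes pH 7.5 with Triton X-100.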
IMPase inh: cell-permeable inhibitors of inositol monophosphatase (IMPase); P97697; inhibition (IP1 accumulation), % at 46.1 µM; CHO-M1 cells, IP1 accumulation, HTRF TR-FRET ratio; 120,000 tested, under 10 active; active = well fitted curve in the direction sought with a large enough effect in the signal ratio, not every such curve was filed as active; inconclusive = small, poorly fitted or top-dose-only effect, or a change in a side signal; inactive = no such curve, though single readings can be large or run the other way; the % refers to the signal ratio;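 note: cells stimulated with carbachol in lithium chloride buffer; plate controls were DMSO basal wells for no effect and reference inhibitor wells for full effect; higher means more IMPase inhibition seen as more IP1 and lower FRET ratio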
Target sequence (P97697 whole entry, looked up): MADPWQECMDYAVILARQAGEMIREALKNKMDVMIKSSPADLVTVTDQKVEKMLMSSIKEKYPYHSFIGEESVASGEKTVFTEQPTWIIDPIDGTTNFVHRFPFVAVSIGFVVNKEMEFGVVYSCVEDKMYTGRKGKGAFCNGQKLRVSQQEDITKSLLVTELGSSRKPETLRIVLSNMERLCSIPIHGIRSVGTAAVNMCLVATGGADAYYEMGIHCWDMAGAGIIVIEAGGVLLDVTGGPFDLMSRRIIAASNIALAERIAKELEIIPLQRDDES
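Carbachol-driven Gq signalling in CHO-M1 cells (2000/well) generates IP1. Compounds that block IMPase raise IP1 and so reduce the FRET signal from Eu-anti-IP1 and d2-IP1 after a 10 min room-temperature lysis.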
Starred values were filed as active, the others as inactive; u = inconclusive; x = no result given; & = joins results of further samples; [ ] = dose if it differs, or a comment. Unless noted, calls come from the whole dose curve; as a rule, active = well fitted curve in the direction sought with a large enough effect; inconclusive = small, poorly fitted or top-dose-only effect, or another doubt; inactive = no such curve, though single readings can be large; an effect the other way counts as inactive or inconclusive. Unless noted, % is set by controls: 0 for no effect and ±100 for the full control effect.

SMILES	PNC assembly inh	ALOX12 inhib	15-hLO-2 inh	IMPase inh
O=[N+]([O-])/C=C/c1c(OCc2ccccc2)ccc2ccccc12	25	-3%	-26%	13
CCOC(=O)CCn1c(CC(=O)OCC)nc2ccccc21	-23	8%	5%	9
C=CCNC(=O)CCNS(=O)(=O)c1ccc(Br)cc1	19	-4%	-2%	0
CC(C)(C)c1cc(CN2CCN(CCO)CC2)cc(C(C)(C)C)c1O	-19	7%	13%	15
O=C(CNC(=O)C12CC3CC(CC(C3)C1)C2)NC1=NCCS1	u	0%	4%[11.4 µM]	8[1.84 µM]
Cc1cc(C)c(C#N)c(SCCS(=O)(=O)Cc2ccccc2)n1	32	-8%	-6%	-2
CC(C)(C)N=C1C([N+](=O)[O-])=CC=C2C1=NC1(CCCCC1)N2O	-16	-11%	x	x
CCCCCCN(C(=O)CCCCCN1C(=O)NC(c2ccc(-c3ccccc3)cc2)C(C(=O)OCc2ccccc2)=C1C)C(C(=O)NCCCC)c1ccc(O)c(C(=O)OC)c1 (stereo not given)	x	-3%	-1%	x
Cn1cc([N+](=O)[O-])c(C(=O)N/N=C/c2ccc([N+](=O)[O-])cc2)n1	13	1%	x	6
O=C(/C=C/c1ccc(F)cc1)NCc1cccs1	u	-3%	x	x
Cn1nnnc1SCC(=O)N1CCN(Cc2ccccc2)CC1	29	2%	0%	5
COC(=O)c1ccc(C(NC(=O)OCc2ccccc2)/C(C)=C/[C@@H](C)C(=O)NCCc2c[nH]c3ccc(OC)cc23)cc1 (stereo not given in full)	x	-7%	-19%	x
CCc1ccc(NS(=O)(=O)c2ccc(OC)c(C)c2)cc1	30	-14%	-1%	2
CN1CCN(C(=O)c2ccccc2NC(=O)C(C)(C)C)CC1	-18	1%	x	1
CN1CCN(C(=O)c2ccc(Cl)c(S(=O)(=O)N3CCCCC3)c2)CC1	u	4%	3%	5
COc1ccc(/C=N/NC(=O)c2cc(-c3cccn3C)n[nH]2)cc1OC	42	-4%	x	x
O=C(O)CC(C(=O)Nc1cccc(C(F)(F)F)c1)C1CCCO1 (stereo not given)	-2	-4%	-2%	-10
CCOC(=O)C(C)CC(C)C(=O)N1CCOCCOCCN(C(=O)C(C)CC(C)C(=O)OCC)CCOCC1 (stereo not given)	-9	2%	2%	-1
Cn1ncc(Cl)c1C(=O)Nc1ccc(Cl)cn1	-100*	-5%	x	-14
CC(=O)c1cccc(NC(=O)CN2C(=O)NC3(CCCCCCC3)C2=O)c1	-11	-3%	-3%	4
Cc1ccc(/C=N/N2CCN(c3ccncc3S(=O)(=O)N3CCCCC3)CC2)cc1	-1	0%	46%[activator]	6
CCOC(=O)c1cc(C)sc1/N=C/C1C(=O)CCCC1=O	-29	0%	x	-5
COc1ccccc1CNC(=O)c1cccs1	-6	-3%	17%	13
Cc1cc(C)nc(Sc2ccc(/C=C(\C#N)C(N)=O)o2)n1	u	2%	x	x
Cn1c(C(=O)NC2CCCCC2)cc2c(=O)n(C)c3ccccc3c21	29	3%	-6%	4
c1ccc2c(c1)c1ccccc1n2CN1CCOCC1	u	5%	x	6
Cc1cc(C)c(C)c(S(=O)(=O)N2CCN(CC(=O)Nc3sccc3C#N)CC2)c1C	13	4%	x	x
FC(F)(F)c1nnc2ccc(NCn3nnc4ccccc43)nn12	23	-2%	15%[11.4 µM]	8[1.84 µM]
CCc1cccc(CC)c1NC(=O)Cn1c(-c2ccccc2Cl)nc2ccccc21	u	1%	x	x
O=C(CNc1ccccc1)N/N=C/c1c[nH]c2ccccc12	-119*	-1%	x	u
CCCCC#Cc1ccccc1CC(=O)Nc1ccccc1	-119*	-4%&-1%	-5%	x
O=C(Oc1ccc(-c2nccc(-c3ccccn3)n2)cc1)c1cccc(C(F)(F)F)c1	-25	0%	6%	3
Cn1c(Cc2ccccc2)nnc1SCC(=O)Nc1ccc2c(c1)OCO2	22	2%	-3%	6
CCc1ccc(C2CC(=O)N3CN(c4ccccc4)CSC3=C2C#N)cc1 (stereo not given)	32	u	7.9µM*	-3
CCOC(=O)c1nn(-c2ccccc2F)c2nc(-c3ccco3)c(C#N)c(=O)n12	29	-1%	x	x
CCOC(=O)c1ccc(NC(=O)C2(c3ccccc3)CCOCC2)cc1	-29	0%	x	-3
COc1ccc(Oc2ncc3nc(CCc4ccccc4)c(=O)n(C)c3n2)cc1	x	4%	2%	x
CCC(CC)NC(=O)Cc1ccccc1[N+](=O)[O-]	u	-2%	-1%	2
O=C(Cc1ccc(F)cc1)Oc1ccc(C(=S)N2CCCC2)cc1	18	-1%	x	x
Cc1ccc(NC(=O)c2ccccc2)cc1OC(=O)c1ccccc1	-17	1%	10%	-2
Oc1[nH]c(=S)sc1/C=C1\C(c2ccccc2)=Nc2ccccc21	u	-3%	x	x
COc1ccc(-n2c(Cc3cccn3C)nnc2SCC(=O)NCc2ccc(F)cc2)cc1	12	-8%	x	u
CCSc1nc2sc3c(c2c(=O)n1C1CCCCC1)CCN(C)C3	11	1%	6%	12
CCOC(=O)c1sc2cc([N+](=O)[O-])cc(SCCO)c2c1N	u	-5%	x	x
CCN(CC)c1ccc(N2C(=O)/C(=C/c3cccnc3)SC2=S)cc1	82	-3%	15%	2
Cc1ccc2nc3c(c(N)c2c1)CCN3c1ccccc1	0	-12%	9%	1
O=C(OCc1nc2ccccc2s1)C1CCN(S(=O)(=O)c2cccs2)CC1	u	-3%	0%	u
CCOP(=O)(O)c1ccccc1OCCCCCOc1ccccc1P(=O)(O)OCC	114	7%	8%	4
Cc1noc(C)c1C(=O)N1CCC[C@@]2(CCN(Cc3nccs3)C2)C1	x	-3%	2%	x
O=C(COC(=O)c1cc(Cl)nc2ccccc12)c1ccc(Cl)cc1	u	7%	x	-1
COC(=O)c1cccc(Cn2c(Cl)c(/C=N/NC(=O)c3ccccc3Cl)sc2=O)c1	8	-8%	-12%	0
CN(C)CCC#CC(O)(c1ccccc1)c1ccccc1	50	6%	x	x
Cc1ccc(-n2c(-c3nn(C)cc3Cl)n[nH]c2=S)cc1	-1	3%	x	x
COC(=O)c1cc(Cl)c(NC(=O)c2ccc(C(C)(C)C)cc2)cc1OC	u	-2%	11%	-4
O=C(CSCCO)Nc1ccc(C2CCCCC2)cc1	-127*	-10%	-4%	-9
CCCCN1CNC(=S)N(CCc2ccccc2)C1	12	-11%	x	6
CC1Oc2ccccc2N(CC(=O)NCC2CCCO2)C1=O (stereo not given)	u	5%	-1%	-4
CN(c1ccccc1)S(=O)(=O)c1ccc(C(=O)Nc2nccs2)cc1	-5	1%	36%[activator]	6
CCCS(=O)(=O)N1CCC(C(=O)c2cccc(C(F)(F)F)c2)CC1	-19	-8%	4%	-11
Cc1ccc(-c2csc(NC(=O)c3cccc(S(=O)(=O)N4CCN(C)CC4)c3)n2)cc1	7	-11%	28%	1

Part of the list above, as a markdown table:
| Compound | PNC assembly inh | ALOX12 inhib | 15-hLO-2 inh | IMPase inh |
| --- | --- | --- | --- | --- |
| CCOP(=O)(O)c1ccccc1OCCCCCOc1ccccc1P(=O)(O)OCC | 114 | 7% | 8% | 4 |
| Cc1noc(C)c1C(=O)N1CCC[C@@]2(CCN(Cc3nccs3)C2)C1 | x | -3% | 2% | x |
| O=C(COC(=O)c1cc(Cl)nc2ccccc12)c1ccc(Cl)cc1 | u | 7% | x | -1 |
| COC(=O)c1cccc(Cn2c(Cl)c(/C=N/NC(=O)c3ccccc3Cl)sc2=O)c1 | 8 | -8% | -12% | 0 |
| CN(C)CCC#CC(O)(c1ccccc1)c1ccccc1 | 50 | 6% | x | x |
| Cc1ccc(-n2c(-c3nn(C)cc3Cl)n[nH]c2=S)cc1 | -1 | 3% | x | x |

(cont.)
SMILES	PNC assembly inh	ALOX12 inhib	15-hLO-2 inh	IMPase inh
COc1ccc(-n2cnnc2SCC(=O)c2cc(C)n(Cc3cccs3)c2C)cc1	10	-7%	-29%	17
O=C(NCc1ccco1)c1cc(-c2ccc(Cl)cc2)on1	-18	-5%	2%	0
CCCCN(CC)S(=O)(=O)N1CCC(C(=O)NCc2ccc(F)cc2)CC1	4	2%	0%	0
CCNC(=O)Nn1c(-c2ccccc2)nc2ccccc2c1=O	-21	-6%	-11%	-5
CCOC(=O)CCC(=O)N1CCOCCOCCN(C(=O)CCC(=O)OCC)CCOCC1	2	5%	1%	-9
O=C(CC12CC3CC(CC(C3)C1)C2)Nc1ccc2c(c1)COC2=O	-11	-11%	2%	4
CC1=CC=CC2=NC(=O)CC(C)(C(=O)N(CC(=O)NC3CCCC3)c3ccccc3C)N12 (stereo not given)	-1	3%	1%	-10
Cc1c(C(=O)OC(C)C)sc(N)c1C(=O)OC(C)C	9	0%	x	x
CNC(=O)NC1CCCCc2sccc21 (stereo not given)	22	-5%	3%	2
O=C(O)Cn1c(SCCOc2ccccc2)nc2ccccc21	-12	2%	4%	7
O=c1c2cccnc2[nH]c(=S)n1Cc1ccccc1	29	2%	x	5
COc1ccc(N2CCN(C(=O)CCc3nc(-c4ccc(C)cc4)no3)CC2)cc1	u	-2%	13%	10
CCOC(=O)c1ccc(-c2ccc(/C=C(\C#N)C(=O)NCC3CCCO3)o2)cc1 (stereo not given)	23	-1%	-17%	4
c1ccc(NCc2nc3ccccc3n2CCOc2ccccc2)cc1	-6	-1%	x	15
Cc1ccc(CN2C(=O)CCC2C(=O)NCc2ccc(F)cc2)cc1 (stereo not given)	16	-3%	10%	0
CCSc1nc2ccccc2n1S(=O)(=O)c1ccccc1	22	-8%	-5%	-5
O=C1Nc2ccccc2C12NCCc1c2[nH]c2ccccc12 (stereo not given)	14	5%	-5%	6
COc1ccccc1NC(=S)NC1CCC(CC2CCC(NC(=S)Nc3ccccc3OC)CC2)CC1 (stereo not given)	-8	u	x	12
O=C1NC2(CCCCCC2)C(=O)N1Cc1ccc([N+](=O)[O-])cc1	u	-2%	x	-1
CCCNC(=O)CC(NS(=O)(=O)c1ccc(Cl)cc1)c1ccco1 (stereo not given)	53	5%	-4%	0
Cc1ccc(C(=O)c2ccccc2C(=O)OCC(=O)NCCc2ccccc2)cc1	43	-4%	x	-3
Cc1noc(C)c1-c1ccc2ncnc(N(C)Cc3ccco3)c2c1	x	2%	4%	x
O=C(Nc1ccc2c(c1)OCO2)C1COc2ccccc2O1 (stereo not given)	-4	-5%	0%	14
COc1cc(/C=N\NC(=O)c2nonc2N)c(OC)cc1Br	16	-1%	x	x
Cc1ccc(CS/C(Nc2ccccc2C)=C(\C#N)C(N)=O)c(C)c1	35	5%	x	x
Cc1cccc(-n2nc([N+](=O)[O-])c(=NCc3cccnc3)n2O)c1	88	-5%	-10%	2
O=C(CN1C2CCC1CC(NC(=O)NC1CCCCC1)C2)NC1CC1 (stereo not given)	4	2%	7%	5
CCCCC(=O)Nc1ccc(NC(=S)NC(=O)c2cccs2)cc1OC	u	2%	x	x
Cc1ccc(NC(=O)CC2Nc3ccccc3NC2=O)cc1Cl (stereo not given)	27	-10%	-17%	-1
O=C(NCc1ccccc1)NC(=O)c1ccncc1	34	-2%	3%	-1
CCOC(=O)c1c(NC(=O)c2ccc(-n3cnnn3)cc2)sc2c1CCCC2	29	-2%	x	x
Cc1cccc(CSCCNC(=O)COc2ccc(Cl)cc2)c1	35	1%	x	x
CCOC(=O)c1c(NC(=O)c2cccnc2)sc(C(C)=O)c1C	14	-1%	x	-11
CCCCc1ccc(S(=O)(=O)NCCc2ccncc2)cc1	27	-2%	15%	-5
COCCn1c(NCc2ccccc2)nc2c1c(=O)[nH]c(=O)n2C	30	1%	-6%	-3
CCOc1ccc(NC(=O)c2ccc(F)c(S(=O)(=O)N3CCN(c4ccccn4)CC3)c2)cc1	u	-3%	-2%	6
CCCc1cc(C(=O)Nc2ccc(F)cc2F)no1	-25	0%	6%	6
COc1cc(C(N)=O)cc(Cl)c1OCc1ccccc1	u	0%	x	x
O=C(C1=NN(c2ccccc2)C2C(=O)N(c3ccc(Cl)cc3)C(=O)C12)c1ccccc1 (stereo not given)	-3	2%	x	5

Bioassay records deposited in PubChem by National Center for Advancing Translational Sciences (NCATS).

An excerpt. The share of hits here may be higher or lower than overall.
